Screening results as filed in PubChem.
NTR1 ag: agonists of NTR1, primary screen, imaging, U2OS cells, beta-arrestin-GFP, high content (AID 493036) | NTR1-U2OS beta-arrestin-GFP spot imaging, agonist mode | Neurotensin receptor type 1 (Homo sapiens), P30989 | activation, % at 20 µM | 330,000 compounds, 0.17% hits;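 active = activation at or above 40% of the spot to cytoplasm intensity ratio, with at least 20 cells analyzed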;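 note: 0% = DMSO without peptide and 100% = 100 nM NTR1 peptide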
Target sequence (P30989 whole entry, looked up): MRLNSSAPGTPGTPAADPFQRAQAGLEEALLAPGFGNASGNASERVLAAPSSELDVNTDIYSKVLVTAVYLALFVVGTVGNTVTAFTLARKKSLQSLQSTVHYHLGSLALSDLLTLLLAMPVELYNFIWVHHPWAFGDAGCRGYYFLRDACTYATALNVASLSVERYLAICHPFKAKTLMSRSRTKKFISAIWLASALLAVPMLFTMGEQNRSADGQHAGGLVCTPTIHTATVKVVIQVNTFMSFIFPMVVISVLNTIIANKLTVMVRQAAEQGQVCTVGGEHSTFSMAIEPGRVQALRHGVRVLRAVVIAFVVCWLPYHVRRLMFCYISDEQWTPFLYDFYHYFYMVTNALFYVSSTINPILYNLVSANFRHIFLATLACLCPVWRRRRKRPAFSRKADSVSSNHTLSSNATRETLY
NS5 inhibitors: Dengue-2 NS5 methyltransferase inhibitors, primary screen, biochemical, confirmation dose response (AID 588689). Genome polyprotein (Dengue virus type 2 (strain 16681-PDK53)). Dengue-2 NS5 methyltransferase capping enzyme assay, biochemical; higher % means a stronger effect. inhibition, % at 25 µM; hits with a dose series show IC50 in µM. 340,000 compounds, 0.3% hits; in the data active = a potency from the dose series
AID2073: inhibitors of Mint1-CaV2.2 protein interaction, biochemical, HTRF (AID 2073); 290,000 compounds, 0.19% hits; inhibition, % at 20 µM; hits with a dose series show IC50 in µM; Voltage-dependent N-type calcium channel subunit alpha-1B (Homo sapiens); HTRF protein-protein interaction, Mint1-CaV2.2; higher % means a stronger effect; in the data active = inhibition mostly above about 51%, no sharp cut-off; note: some results filed as inactive read as strong as hits
WT yeast gro inh: growth inhibition of WT strain, primary screen, mitochondrial fusion inhibitor project, WT and mutant strains, chemical genetic. 190,000 compounds, 2.1% hits. mitochondrial fusion phenotypic screen. inhibition, % at 10 µM; in the data active = inhibition above about 58%; tested in S. cerevisiae
Autophagy mod: autophagy modulators in MEF cells, primary screen, imaging, high-content, MEF GFP-LC3. 190,000 compounds, 0.98% hits. calls only at 10 µM (by protocol). MEF GFP-LC3 puncta imaging; test concentration mostly 10 µM. AID 463193, 2010;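 active = percentage of spot-positive cells more than 3 SD above its plate mean, without a fluorescence outlier flag or 80% toxicity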;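 note: spot-positive cell cutoff set from DMSO-treated cells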
LYP inhibition: inhibitors of LYP phosphatase, biochemical, fluorescence intensity, uHTS (AID 1779). recombinant LYP phosphatase, fluorescence intensity; higher % means a stronger effect. 290,000 compounds, 0.054% hits. inhibition, % at 11.5 µM; hits with a dose series show IC50 in µM; in the data active = inhibition above about 50%;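 note: plate controls were vehicle with enzyme for no effect and no enzyme for full effect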
RSV antiviral HEp-2: RSV antiviral activity via CPE protection, HEp-2 cells, primary 10 µM value included (AID 2391) | 310,000 compounds, 0.13% hits | HEp-2 cells, RSV-induced CPE inhibition; higher % means a stronger effect | CPE inhibition, % at 10 µM, or IC50 in µM where a hit was titrated; in the data active = a potency from the dose series; note: strong numbers were not always called active
UTI89 phage lysis: inhibition of K1F phage lysis, E. coli UTI89, bacterial capsule biogenesis inhibitors, alamar blue (AID 488966); E. coli UTI89 K1F phage lysis, alamar blue, 2 h; higher % means a stronger effect; one-dose inhibition, % at 100 µM; IC50 in µM for titrated hits; 340,000 compounds, 0.02% hits;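 active = phage lysis inhibition, versus mean bacterial control, above a set limit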;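 note: capsule biogenesis inhibitors block K1F phage lysis so surviving cells raise fluorescence; higher fluorescence means more inhibition of phage lysis; actives were called in the ten point dose series up to 300 µM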
GPR35 arrestin U2OS: GPR35 antagonists blocking zaprinast-driven arrestin recruitment, primary screen, imaging, U2OS, beta-arrestin-GFP, zaprinast agonist (AID 2058) | U2OS GPR35 beta-arrestin-GFP translocation imaging, zaprinast antagonism; higher % means a stronger effect | 290,000 compounds, 0.052% hits | inhibition, % at 10 µM, or IC50 in µM where a hit was titrated | G-protein coupled receptor 35 (Homo sapiens);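 active = inhibition of at least 50% with at least 30 cells and total cytoplasm GFP at most 10,000,000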
WT yeast gro inh mutant strain: further read-out of WT yeast gro inh, marked with its call; inhibition, %; mitochondrial fusion phenotypic screen, mutant strain inhibition
Autophagy mod cell loss 18 h: second read-out of Autophagy mod, no call of its own (marks repeat the call); toxicity, %; measured here: cell loss, nuclei count;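 cell loss after 18 h compound exposure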
NTR1 ag cell count 20 µM: second read-out of NTR1 ag, no call of its own (marks repeat the call); cell count; measured here: cell count, cytotoxicity flag
NS5 inhibitors pilot replicate: second read-out of NS5 inhibitors, no call of its own (marks repeat the call); inhibition, %; measured here: pilot screen replicate inhibition
The depositor's hits bear a star; i = inactive; · = no result given; [ ] = remark or other dose. This is a random part of the collection. Share with any hit: about 2.6%.

SMILES | NTR1 ag | NTR1 ag cell count 20 µM | NS5 inhibitors | AID2073 | WT yeast gro inh | WT yeast gro inh mutant strain | Autophagy mod | Autophagy mod cell loss 18 h | LYP inhibition | RSV antiviral HEp-2 | UTI89 phage lysis | GPR35 arrestin U2OS | others
COc1ccc(-c2cc(-c3cccs3)c(C#N)c(SCC(=O)NCc3ccccc3)n2)cc1 | 5.1 | 66 | -5% | 16% | 5 | -13 | i | 1 | -2% | -0.1% | -0.2% | 10%
Cc1ccc(S(=O)(=O)NC(=NC(C)C)c2ccccc2)cc1 | -0.9 | 48 | -4% | -7% | -3 | 6 | i | 21 | 2% | 0.6% | -0.3% | 17%
O=C(O)c1cccc(NC(=S)N/N=C/c2cccc(O)c2)c1 | 1.0 | 84 | -7% | -7% | -7 | -26 | i | 15 | 4% | 1.4% | -0.1% | -4%
COc1ccc(C(=O)N2CC3(C)CC2CC(C)(C)C3)cc1 (stereo not given) | -2.1 | 70 | -1% | -10% | 10 | -5 | i | 1 | -6% | -0.5% | 0.1% | 4%
COCCSc1ccccc1C(=O)Nc1ccc2c(c1)OCO2 | -0.2 | 54 | -3% | 6% | -16 | -12 | i | -14 | -4% | -1.4% | 0.0% | -3%
O=C(c1ccc(N2CCN(C(=O)c3ccc(F)cc3F)CC2)cc1)c1cccc(F)c1 | 5.1 | 58 | -1% | 22% | · | · | · | · | 3% | -0.2% | 0.1%[50 µM] | 0%
Cc1ccc(NC(=O)c2ccc(-n3cccn3)c([N+](=O)[O-])c2)cc1C | -1.8 | 95 | 0% | -18% | 0 | 0 | i | -2 | -9% | 2.8% | 0.0% | 7%
CCN(CC)S(=O)(=O)c1ccc(-n2cnc3cc(C)c(C)cc32)nc1 | 2.4 | 53 | -6% | -4% | · | · | · | · | -1% | 4.6% | 0.3% | 10%
O=C(O)c1cccc(CN2C(=O)S/C(=C/c3ccccc3[N+](=O)[O-])C2=O)c1 | 1.8 | 84 | 28% | -10% | · | · | · | · | -7% | 1.6% | 1.4% | 18%
O=C(Nc1ccccc1N1CCOCC1)c1ccc2ccccc2c1 | 1.0 | 51 | -3% | 6% | · | · | · | · | -3% | 20% | 0.4% | 2%
c1ccc(-n2nnnc2Sc2ncnc3sc4c(c23)CCCC4)cc1 | 13 | 43 | -8% | -2% | 12 | 17 | i | -8 | 2% | 12% | 0.2% | 10%
Cc1csc(N/N=C/c2ccc(O)c([N+](=O)[O-])c2)n1 | 0.1 | 65 | 43% | -1% | 14 | 7 | i | -3 | 1% | 4.5% | -0.3% | -3% | NS5 inhibitors pilot replicate=9.1
O=C(C1CCN(S(=O)(=O)c2ccccc2F)CC1)N1CCc2ccccc21 | -1.7 | 56 | -11% | · | · | · | · | · | · | 1.9% | 0.2%[50 µM] | ·
CCOC(=O)c1cc2sccc2n1CC(=O)N1CCN(C(=O)c2ccco2)CC1 | -1.6 | 48 | -3% | -2% | -11 | -2 | i | 10 | 1% | 2.7% | 2.1% | 4%
CC1CCC2(CC1)NC(=O)N(Cc1nnc(-c3cccs3)o1)C2=O (stereo not given) | -0.2 | 52 | -3% | 0% | 5 | 7 | i | 1 | -6% | 0.7% | 0.5% | -4%
O=C1CCCC2=C1C1(O)C(=O)c3ccccc3C1(O)O2 (stereo not given) | -1.6 | 56 | -6% | 4% | -2 | -5 | i | -1 | -12% | 2.6% | 0.5% | 7%
CCOC(=O)N1CCN(C(=S)Nc2ccccc2C(C)C)CC1 | -0.1 | 66 | -4% | -6% | 13 | 16 | i | 5 | -9% | 0.3% | 0.7% | 0%
Clc1ccccc1Nc1nc(-c2cccnc2)cs1 | 3.0 | 55 | -5% | -9% | 11 | 8 | i | 31 | -7% | 12% | 0.6% | -9%
CCCCn1c(/N=C/c2cc(OC)ccc2O)nc2ccccc21 | 2.4 | 60 | -3% | -7% | 11 | 1 | i | 3 | -6% | 2.6% | 5.4% | 11%
COc1ccc(NC(=O)c2oc3ccc(S(=O)(=O)N4CCOCC4)cc3c2C)cc1 | 3.4 | 35 | 3% | 22% | 5 | 21 | i | 35 | -4% | 0.6% | 0.0% | 2%
CC(C)c1nc(SCC(=O)N2CCc3ccccc32)n[nH]1 | -0.3 | 47 | -3% | -7% | 1 | 1 | i | 17 | -5% | -0.1% | 0.2% | 4%
COc1ccc(S(N)(=O)=O)cc1C(=O)OCC1CCCCC1 | -0.2 | 49 | -6% | 0% | · | · | · | · | -7% | 14% | 0.3% | 9%
Cn1c(=O)c2c(nc(NCCCO)n2CCc2ccccc2)n(C)c1=O | -0.4 | 64 | -2% | 4% | -11 | 6 | i | 21 | -1% | 1.5% | -1.4% | 0%
Cc1ccc(/C=C/C(=O)O)cc1S(=O)(=O)N1CCCc2ccccc21 | 2.0 | 47 | 3% | 5% | · | · | · | · | -6% | 1.1% | 0.3% | -7%
COCC1CCN(C(=O)c2cc(COc3ccc(C)c(C)c3)on2)C1 (stereo not given) | 1.4 | 58 | -1% | -2% | · | · | · | · | -9% | 2.7% | -0.3% | 0%
COC(=O)c1c(C)[nH]c(C(=O)N2CCN(c3ccc(OC)cc3)CC2)c1C | · | · | · | -3% | -27 | -5 | i | -9 | 1% | -1.2% | · | -8%
CC(=O)Nc1ccc(Oc2ncccn2)c(Cl)c1 | 1.6 | 48 | -6% | 0% | -4 | -2 | i | 1 | -7% | 1.4% | -0.1% | -4%
CCN(CC)c1ccc(NC(=O)CN2CCN(c3nc(C)cc(C)n3)CC2)cc1 | 3.9 | 55 | 8% | -9% | 29 | 23 | i | -3 | -8% | 13% | 0.1% | 1%
CCOC(=O)c1nnn2c3ccccc3c(=O)n(C)c12 | 0.8 | 48 | · | 6% | · | · | · | · | -8% | 2.3% | · | -4%
COc1ccccc1C(=O)Nc1ccccc1C(=O)N1CCCC1 | 0.0 | 62 | · | -1% | 6 | 16 | i | 1 | -2% | 2.0% | 0.2% | -4%
Cc1cc(C)n(-c2cc(C(C)(C)C)nc3c(-c4ccc(Cl)cc4)cnn23)n1 | 13 | 61 | 5% | 18% | -5 | -61 | i | -8 | -1% | -3.5% | -1.4% | 3%
COC(=O)c1c(N)c2ccccc2[nH]c1=O | 3.1 | 58 | -7% | -3% | -9 | -4 | i | -58 | -2% | 0.8% | 0.2% | 8%
Cc1ccc(S(=O)(=O)NCC2CCC(C(=O)NCc3cccnc3)CC2)cc1 (stereo not given) | -1.3 | 58 | 6% | 0% | -5 | 0 | i | -2 | -2% | -0.9% | 4.8% | -8%
CN1CCN(NC(=O)c2cc([N+](=O)[O-])cc([N+](=O)[O-])c2)CC1 | 0.2 | 65 | -3% | 46% | -7 | 2 | i | 19 | -7% | 0.0% | 0.4% | -4%
COC(=O)Nc1ccc(S(=O)(=O)Nc2cc(C(F)(F)F)c[nH]c2=O)cc1 | -1.3 | 62 | 7% | 8% | · | · | · | · | -5% | 0.2% | 0.2% | 10%
Cc1ccc(S(=O)(=O)N2CCCC(C(=O)N3CCN(C)CC3)C2)cc1 (stereo not given) | -0.2 | 55 | 1% | 3% | · | · | · | · | -10% | 0.0% | 0.0% | 4%
CCCCN(C(=O)C1CC(=O)N(CCc2ccc(OC)c(OC)c2)C1)c1c(N)n(CCCC)c(=O)[nH]c1=O (stereo not given) | -0.5 | 66 | 1% | · | · | · | · | · | · | -1.2% | -0.7%[50 µM] | ·
Cn1c(Cc2ccccc2)nnc1SCC(=O)N1CCOCC1 | 1.7 | 49 | -4% | -5% | -11 | -10 | i | -8 | -5% | 0.0% | 0.4% | -2%
c1cc2nncn2nc1N1CCCC1 | -0.6 | 51 | 2% | 9% | -3 | 11 | i | -27 | -4% | 1.9% | -2.0% | 0%
Cc1ccc(CNC(C)c2ccccc2)cc1 (stereo not given) | 0.1 | 40 | -7% | 1% | -15 | -8 | i | -18 | -3% | 2.1% | 1.8% | 1%
COc1cccc(/C=N/NC(=O)c2cc3c(OC)cccc3[nH]2)c1OC | 3.1 | 46 | -4% | 12% | 7 | 21 | i | 27 | -4% | 3.9% | 2.1% | 5%
O=C(N1CCOCC1)N1CCN(S(=O)(=O)c2ccccc2)C1 | 3.8 | 86 | -3% | 4% | -16 | -9 | i | 14 | -6% | 1.6% | 0.4% | 0%
CCc1cccc(C)c1NC(=O)Cn1nc(C)n2cccc2c1=O | 1.9 | 68 | -3% | 9% | · | · | · | · | -12% | 0.1% | 0.2% | 3%
CCCCN1C(=O)CC(C(=O)OCC)=C1C | 0.5 | 76 | 3% | 18% | · | · | · | · | -1% | · | 1.1% | -4%
CCOc1ccc(NS(=O)(=O)c2coc(C(N)=O)c2)cc1 | 0.6 | 54 | -1% | 8% | · | · | · | · | -10% | -0.4% | 7.2% | 15%

4 compounds picked at random from the list so far, as already listed:
SMILES | NTR1 ag | NTR1 ag cell count 20 µM | NS5 inhibitors | AID2073 | WT yeast gro inh | WT yeast gro inh mutant strain | Autophagy mod | Autophagy mod cell loss 18 h | LYP inhibition | RSV antiviral HEp-2 | UTI89 phage lysis | GPR35 arrestin U2OS | others
CCCCN(C(=O)C1CC(=O)N(CCc2ccc(OC)c(OC)c2)C1)c1c(N)n(CCCC)c(=O)[nH]c1=O (stereo not given) | -0.5 | 66 | 1% | · | · | · | · | · | · | -1.2% | -0.7%[50 µM] | ·
CN1CCN(NC(=O)c2cc([N+](=O)[O-])cc([N+](=O)[O-])c2)CC1 | 0.2 | 65 | -3% | 46% | -7 | 2 | i | 19 | -7% | 0.0% | 0.4% | -4%
CCOc1ccc(NS(=O)(=O)c2coc(C(N)=O)c2)cc1 | 0.6 | 54 | -1% | 8% | · | · | · | · | -10% | -0.4% | 7.2% | 15%
Cc1ccc(S(=O)(=O)NCC2CCC(C(=O)NCc3cccnc3)CC2)cc1 (stereo not given) | -1.3 | 58 | 6% | 0% | -5 | 0 | i | -2 | -2% | -0.9% | 4.8% | -8%

(next part)
SMILES | NTR1 ag | NTR1 ag cell count 20 µM | NS5 inhibitors | AID2073 | WT yeast gro inh | WT yeast gro inh mutant strain | Autophagy mod | Autophagy mod cell loss 18 h | LYP inhibition | RSV antiviral HEp-2 | UTI89 phage lysis | GPR35 arrestin U2OS | others
Cc1ccc([N+](=O)[O-])cc1S(=O)(=O)N1CCCC1 | 4.3 | 70 | 3% | 0% | 16 | 11 | i | 22 | -12% | 1.0% | 1.4%[50 µM] | 2%
CC(=O)N/C(=C\c1ccc2c(c1)OCO2)C(=O)NC(C(=O)O)c1ccccc1 (stereo not given) | -0.6 | 43 | -15% | 1% | · | · | · | · | -5% | 0.8% | -0.1% | -6%
CN(C(=O)c1cc2ccccc2cc1O)C1CCCCC1 | 0.0 | 57 | 7% | 13% | · | · | · | · | -10% | 3.4% | 1.6%[50 µM] | 3%
COc1ccc(C(C)(C)C)cc1NC(=O)c1cccc(S(=O)(=O)N2CCN(C(C)=O)CC2)c1 | -1.1 | 31 | -17% | 4% | · | · | · | · | -5% | 3.0% | 1.3% | -9%
